D2 antag: HTS Assay for Allosteric Antagonists of the Human D2 Dopamine Receptor: Primary Screen for Antagonists; 2% of 340,000 active; D(2) dopamine receptor (Homo sapiens), P14416; HEK293 TREx D2 cells, calcium flux, dopamine EC80; inhibition, % at 10 µM; in the data active = inhibition above about 30%; note: 0% is about no effect
Target sequence (P14416 whole entry, looked up): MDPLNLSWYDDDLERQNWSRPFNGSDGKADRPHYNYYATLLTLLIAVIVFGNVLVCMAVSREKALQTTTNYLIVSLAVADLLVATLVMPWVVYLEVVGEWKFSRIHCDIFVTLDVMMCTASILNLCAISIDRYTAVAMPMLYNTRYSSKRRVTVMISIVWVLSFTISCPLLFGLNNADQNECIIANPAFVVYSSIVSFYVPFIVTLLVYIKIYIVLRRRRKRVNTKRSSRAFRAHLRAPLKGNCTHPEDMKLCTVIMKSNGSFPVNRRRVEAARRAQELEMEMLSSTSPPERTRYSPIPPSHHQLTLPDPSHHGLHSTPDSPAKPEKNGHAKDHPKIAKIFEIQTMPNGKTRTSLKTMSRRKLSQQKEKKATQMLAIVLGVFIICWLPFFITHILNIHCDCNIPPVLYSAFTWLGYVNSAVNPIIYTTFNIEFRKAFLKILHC
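In this primary screen, negative modulation is detected by tracking calcium flux after an EC80 dopamine challenge in inducible HEK293 T-REx D2 cells preexposed to test compound for 180 s.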
D1 antagonist: Antagonist of Human D 1 Dopamine Receptor: qHTS. D(1A) dopamine receptor (Homo sapiens), P21728. HEK293 TREx D1 cells, calcium flux, dopamine EC80; stronger effect = lower value. activity change, negative = inhibition, % at 10 µM. 3.2% of 360,000 active; in the data active = activity change below about -30%; note: % is set by controls: 0 for no effect and ±100 for the full control effect
Target sequence (P21728 whole entry, looked up): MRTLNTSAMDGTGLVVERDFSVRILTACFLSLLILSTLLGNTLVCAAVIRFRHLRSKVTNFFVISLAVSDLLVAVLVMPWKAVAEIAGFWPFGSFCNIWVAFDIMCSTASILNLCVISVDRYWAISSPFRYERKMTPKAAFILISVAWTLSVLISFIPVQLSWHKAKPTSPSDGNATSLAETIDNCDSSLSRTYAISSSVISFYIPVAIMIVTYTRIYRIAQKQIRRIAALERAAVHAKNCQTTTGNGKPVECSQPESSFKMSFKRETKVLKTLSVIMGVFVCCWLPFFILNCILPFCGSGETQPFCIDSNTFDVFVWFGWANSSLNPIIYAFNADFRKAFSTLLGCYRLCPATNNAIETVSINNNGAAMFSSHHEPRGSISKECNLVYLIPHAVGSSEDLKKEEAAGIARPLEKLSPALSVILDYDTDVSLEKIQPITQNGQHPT
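Kinetic fluorescence of a calcium dye serves as the read-out. D1-expressing Hek293 Trex cells, induced overnight at 30 C, are exposed to compound for 180 s before an EC80 dopamine addition, then read 180 s further.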
RXFP1 antag: qHTS Assay for Antagonists of the Relaxin Receptor RXFP1 | Relaxin receptor 1 (Homo sapiens), Q9HBX9 | HEK293-RXFP1, relaxin-stimulated cAMP HTRF, 30 min; stronger effect = lower value | activity change, negative = inhibition, % at 57.5 µM | 0.59% of 350,000 active | AID 1259400, 2018;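 active = activity change of -60% or lower, but not beyond a set lower limit; inconclusive = change between -60% and -40%, or beyond the set limit; inactive = change above -40%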; note: % is set by controls: 0 for no effect and ±100 for the full control effect
TRHR PAM: qHTS for Small Molecule Agonists and Allosteric Enhancers of Human TRH Receptor: Primary Screen for Enhancers; Thyrotropin-releasing hormone receptor (Homo sapiens), P34981; TRHR cells, fluo-8 calcium fluorescence, EC20 TRH enhancement; enhancement, % at 2 µM; 0.66% of 360,000 active; AID 493056, 2011; in the data active = enhancement above about 30%; note: 0% is about no effect
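TRHR-expressing cells loaded with fluo-8 calcium dye were read kinetically (ex 480/em 530) during compound addition, then stimulated with an EC20 of TRH (10 nM final). Enhancement of the Gq-mediated intracellular calcium response was scored.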
D2 agonist: HTS Assay for Allosteric Agonists of the Human D2 Dopamine Receptor: Primary Screen for Agonists | D(2) dopamine receptor (Homo sapiens), P14416 | HEK293 T-REx D2 cells, calcium flux agonist mode | activation, % at 2 µM | 0.53% of 340,000 active | AID 485358, 2010;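 active = activation over 3 SD above normal in the single-dose calcium agonist read, cut at about 30% in these data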; note: 0% is about no effect
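Tetracycline-induced HEK293 T-REx cells with force-coupled D2 receptor, plated overnight at 30 C, loaded with no-wash calcium dye. After a 10 s baseline, compound was pin-added and calcium flux read kinetically for 180 s; calcium rises flagged agonists.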
TRHR ag: qHTS for Small Molecule Agonists and Allosteric Enhancers of Human TRH Receptor: Primary Screen for Agonists; Thyrotropin-releasing hormone receptor (Homo sapiens), P34981; TRHR cells, calcium flux fluo-8, FDSS agonist mode; activation, % at 2 µM; 0.18% of 360,000 active; AID 493084, 2011; note: 0% is about no effect
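Agonist-mode FDSS calcium read (Ex 480/Em 530, 1 s cycles) in 1536-well TRHR cells with fluo-8 dye, after 10-cycle baseline and 23 nL compound addition; TRH at EC20 (10 nM final) added afterwards for the enhancer phase.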
D1 potentiator: Potentiators of Human D1 Dopamine Receptor: qHTS. D(1A) dopamine receptor (Homo sapiens), P21728. 0.036% of 360,000 active. potentiation, % at 10 µM. HEK293 TREx D1 cells, calcium flux, dopamine EC20 potentiation; in the data active = potentiation above about 30%; note: 0% is about no effect
D2 potentiator: HTS Assay for Positive Allosteric Modulators of the Human D2 Dopamine Receptor: Primary Screen for Potentiators; 0.34% of 340,000 active; potentiation, % at 10 µM; D(2) dopamine receptor (Homo sapiens), P14416; HEK293 T-REx D2, calcium flux, EC20 dopamine potentiation;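 active = potentiation over 3 SD above the plate norm, cut at about 30% in these data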; note: 0% is about no effect
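Tetracycline-induced Hek293 Trex D2 cells, force-coupled to calcium, loaded with no-wash calcium dye. Compound added with 180 s kinetic read for agonism, then EC20 dopamine and a further 180 s read for potentiation.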
D1 agonist: Allosteric Agonists of the Human D1 Dopamine Receptor: qHTS; D(1A) dopamine receptor (Homo sapiens), P21728; HEK293 T-REx D1 cells, calcium flux, agonist mode; activation, % at 2 µM; 1% of 360,000 active; AID 504660, 2011; note: 0% is about no effect
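Tetracycline-induced HEK293 TREx D1 cells, force-coupled to calcium signalling, were dye-loaded with a no-wash calcium kit. Compound was pin-added after a 10 s baseline. Fluorescence was read kinetically at 1 cycle/s for 180 s, with calcium rises flagged as agonism.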
An asterisk follows results filed as active; ? = inconclusive; . = not tested or not shown; & = joins results of further samples. Cut-off read from the data, not from the text of the source, unless noted: active = activation above about 30%; inactive = the rest. Not a hit list; overall some 7.3% were active at least once.

SMILES | D2 antag | D1 antagonist | RXFP1 antag | TRHR PAM | D2 agonist | TRHR ag | D1 potentiator | D2 potentiator | D1 agonist
CCc1nn(CCCC(=O)NCc2cc(Br)ccc2OC)c(=O)c2cc3occc3n12 | . | 0&10 | 16&-16 | -4&-6 | 1.0 | 0.5&0.8 | 1&2 | 2&-9 | -2&2
COc1cc(C)ccc1OCC(=O)NC1CCCCCC1 | 21 | -30* | -11 | 0 | 0.5 | -0.4 | -2 | -7 | 2
O=S(=O)(/N=C(/Nc1ccccn1)c1ccccc1)c1ccccc1 | 14 | -23 | 14 | 1 | 0.1 | 0.2 | -3 | 2 | 0
COc1ccccc1NC(=O)CCN1CCN(c2ccc(Cl)cc2)CC1 | -12 | -41* | -4 | -3 | -0.7 | -0.1 | -2 | -6 | 1
Cc1ccc(Cl)cc1N1CCN(C(=O)C2CCCN(Cc3nc(-c4cccc(Cl)c4)oc3C)C2)CC1 (configuration not stated) | . | 6 | . | 4 | 0.2 | -0.2 | -4 | -15 | 3
O=[N+]([O-])c1ccc(NCCCNS(=O)(=O)c2ccccc2)c(Cl)c1 | 3 | -13 | -8 | -4 | -0.4 | 0.0 | -3 | 0 | 5
COc1ccc(S(=O)(=O)Nc2cccc(SC)c2)cc1OC | 13 | -2 | -8 | -2 | -0.2 | -0.4 | -3 | -3 | 6
Nc1nnc(SCC(=O)c2ccc3ccccc3c2)s1 | 1 | -4 | -6 | -11 | 0.3 | -0.3 | -1 | 6 | 7
COc1cc(NS(=O)(=O)c2cc3c(cc2C)n(C)c(=O)c(=O)n3C)cc(OC)c1 | . | -13 | 2 | -6 | 0.1 | 0.4 | 1 | 4 | 1
Cc1cc(N2CCN(C(=O)c3ccco3)CC2)n2nc(C)c(-c3ccccc3)c2n1 | 20 | -18 | 14 | 12 | -1.7 | -1.3 | 0 | -9 | 1
CCOC(=O)c1sc(NC(=O)c2ccncc2)c(C#N)c1C | -1 | -12 | . | -11 | 8.4 | -0.2 | -3 | 31* | 21
C/C(CC(=O)NCc1ccc(Cl)cc1)=N\NC(=O)c1ccccc1F | . | 10 | 3 | -11 | . | 0.0 | -5 | . | 1
O=C(C1CC(c2ccc(F)cc2)=NO1)N1CCN(c2ccccc2)CC1 (configuration not stated) | 17 | 2 | 1 | 8 | 1.1 | 0.3 | . | 14 | 4
Cc1ccc2c(c1)N1C(=O)c3ccccc3C1C1=C(CC(C)(C)CC1=O)N2 (configuration not stated) | -3 | 13 | 6 | -1 | -1.0 | -0.3 | 3 | -4 | -1
COc1ccc(C(=O)CSc2nc(C)cc(C)n2)cc1[N+](=O)[O-] | 0 | -3 | -13 | -2 | 1.1 | 0.0 | 1 | . | 2
COc1cc2c(cc1OC)CN(c1nc(CN3CCCC3)nc3sc(C)c(C)c13)CC2 | -18 | 15 | -5 | 4 | 1.0 | -1.5 | 14 | 0 | 3
N#Cc1cccc(NC(=O)c2ccc(S(=O)(=O)N3CCOCC3)cc2)c1 | 7 | -27 | 4 | -5 | 0.3 | 1.5 | -3 | -13 | 6
COc1cc(NC(=O)C(C)Oc2ccccc2)c(C(=O)O)cc1OC (configuration not stated) | -1 | 0 | 5 | 2 | 0.2 | -0.6 | -6 | -4 | 3
Cc1cc(NC(=O)CSc2nc3c(cc2C#N)CCC3)no1 | -2 | 0 | -4 | -3 | 0.1 | -1.4 | -3 | -1 | 3
Cc1cccc(C2c3[nH]c4ccccc4c3CCN2C(=O)c2nn(C)c(=O)c3ccccc23)n1 (configuration not stated) | -2 | 20 | 5 | -4 | 1.1 | 0.9 | 9 | 4 | 2
CCOC(=O)c1cnc(SC2CC(=O)N(c3ccccc3)C2=O)nc1N (configuration not stated) | -5 | -13 | 5 | -4 | 0.2 | -0.3 | -1 | -3 | 1
O=C(O)c1ccc(Oc2cc(Oc3ccc(C(=O)O)cc3)cc([N+](=O)[O-])c2)cc1 | 19 | -1 | -4 | -17 | 0.0 | 0.4 | 0 | -1 | 3
Cc1nc(N/N=C/c2ccccn2)sc1C | 6 | 9 | ? | -5 | 0.0 | -0.1 | -3 | 5 | -1
COc1cc(C(C(=O)NCC2CCCO2)N(C(=O)Cn2nnc3ccccc32)c2ccc(C(C)=O)cc2)ccc1O (configuration not stated) | 4 | -23 | 11 | 6 | 2.1 | 1.7 | . | 0 | 7
CN1CCN(C(=O)C23CC4CC(C)(CC(C)(C4)C2)C3)CC1 | -17 | 1 | 3 | 13 | -0.7 | 1.4 | -4 | -18 | 3
NC(=O)c1ccccc1NC(=O)COc1ccc(Cl)cc1 | -13 | 9 | 3 | 5 | 1.7 | 0.2 | 1 | 17 | 2
O=C(Nc1ccc(C(F)(F)F)cc1)C1CCCCN1S(=O)(=O)c1ccccc1 (configuration not stated) | -3 | -10 | -15 | -6 | 0.6 | 0.4 | -3 | -6 | 0
CN1CCN(C(=O)/C(=C\c2cccc([N+](=O)[O-])c2)NC(=O)c2cccs2)CC1 | 7 | -1 | -23 | 2 | 0.4 | 0.3 | 4 | -4 | 2
COCC(C)NC(C(=O)Nc1ccc(C)c(Cl)c1)c1ccccc1 (configuration not stated) | -8 | -5 | -2 | 3 | -0.3 | -0.2 | -2 | -3 | 0
Cc1ccc(CNC(=O)C2CCN(S(=O)(=O)c3cccc4nonc34)CC2)cc1 | -5 | -11&-5 | 0 | -4&-7 | 0.5&0.4 | -0.2&0.7 | 0&-1 | -2&-11 | -3&-1
Cc1cccc(C)c1NC(=S)N(c1ccccc1)C(C)C | -6 | -2 | -2 | -4 | 0.2 | 1.0 | -10 | 8 | 2
Cc1cc(C)cc(C(=O)N2CC(C)SC2=Nc2cccc(S(=O)(=O)N(C)C)c2)c1 (configuration not stated) | -15 | 7 | -2 | 12 | 1.4 | 0.5 | 6 | 9 | 4
Cc1cccc(N2C(=O)c3cccnc3C2=O)c1 | -5 | -11 | 12 | -7 | 0.2 | -0.5 | 1 | 11 | 3
COc1ccc(CNCc2ccc(C)cc2)c(OC)c1 | 1 | 9 | -10 | -1 | 0.3 | -0.4 | -2 | -17 | 16
CCCCNC(=O)C(CC)Sc1nnc(-c2ccc(F)cc2)c(-c2ccc(F)cc2)n1 (configuration not stated) | . | -3 | ? | -11 | 2.0 | -0.3 | 1 | 0 | 1
Cn1c(=O)c2c(=O)cc(N)[nH]c2n(C)c1=O | -35 | 0 | 1 | -1 | 0.2 | 0.7 | -5 | -8 | 1
CCc1ccccc1NC(=O)c1cnc2sc(N3CCOCC3)nn2c1=O | . | -10 | -4 | 4 | 0.2 | -0.5 | -4 | 3 | 3
CN(C)CCNc1ccc(Cl)cc1[N+](=O)[O-] | -7 | -15 | 17 | 0 | -0.2 | 0.5 | 2 | -20 | 6
CCOC(=O)N1CCN(C(=O)/C(=C/c2ccc(OC)cc2)NC(=O)c2ccccc2)CC1 | -16 | -15 | -13 | 1 | -0.1 | -0.3 | -2 | 5 | 1
O=C(Nc1ccncc1)C1CCN(S(=O)(=O)c2cccs2)CC1 | -11 | 3 | -16 | 1 | 3.1 | 0.4 | -5 | 18 | 5
COc1ccc(S(=O)(=O)Nc2cc3c4c(oc3c3ccccc23)CCCC4=O)cc1 | 1 | -13 | 9 | 2 | 0.3 | -1.1 | -3 | 16 | 2
COCCn1nnnc1CN(Cc1cc2cc(OC)c(OC)cc2[nH]c1=O)C1CCCC1 | 5 | -3 | 11 | 2 | -0.1 | -0.7 | -3 | 8 | 2
O=C(CSc1nc2ccncc2[nH]1)Nc1ccccc1C(F)(F)F | -12 | -5 | -11 | 16 | 0.1 | 0.1 | -2 | -5 | 10

Among those listed so far, seven have an aryl thioether with sulfur outside any ring.
SMILES | D2 antag | D1 antagonist | RXFP1 antag | TRHR PAM | D2 agonist | TRHR ag | D1 potentiator | D2 potentiator | D1 agonist
COc1ccc(S(=O)(=O)Nc2cccc(SC)c2)cc1OC | 13 | -2 | -8 | -2 | -0.2 | -0.4 | -3 | -3 | 6
Nc1nnc(SCC(=O)c2ccc3ccccc3c2)s1 | 1 | -4 | -6 | -11 | 0.3 | -0.3 | -1 | 6 | 7
COc1ccc(C(=O)CSc2nc(C)cc(C)n2)cc1[N+](=O)[O-] | 0 | -3 | -13 | -2 | 1.1 | 0.0 | 1 | . | 2
Cc1cc(NC(=O)CSc2nc3c(cc2C#N)CCC3)no1 | -2 | 0 | -4 | -3 | 0.1 | -1.4 | -3 | -1 | 3
CCOC(=O)c1cnc(SC2CC(=O)N(c3ccccc3)C2=O)nc1N (configuration not stated) | -5 | -13 | 5 | -4 | 0.2 | -0.3 | -1 | -3 | 1
CCCCNC(=O)C(CC)Sc1nnc(-c2ccc(F)cc2)c(-c2ccc(F)cc2)n1 (configuration not stated) | . | -3 | ? | -11 | 2.0 | -0.3 | 1 | 0 | 1
O=C(CSc1nc2ccncc2[nH]1)Nc1ccccc1C(F)(F)F | -12 | -5 | -11 | 16 | 0.1 | 0.1 | -2 | -5 | 10

Bioassay records from PubChem BioAssay.
